Cav3 T inh: inhibitors of human Cav3.2 T-type calcium channel; O95180; Cav3.2-expressing cells, Fluo-4 calcium fluorescence FDSS; hits give low values; B-score at 10 µM; 4% of 100,000 active;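 active = single-dose well whose peak fluorescence ratio is a statistical outlier from its plate by either plate-standardised score or position-corrected B-score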
Target sequence (O95180 whole entry, looked up): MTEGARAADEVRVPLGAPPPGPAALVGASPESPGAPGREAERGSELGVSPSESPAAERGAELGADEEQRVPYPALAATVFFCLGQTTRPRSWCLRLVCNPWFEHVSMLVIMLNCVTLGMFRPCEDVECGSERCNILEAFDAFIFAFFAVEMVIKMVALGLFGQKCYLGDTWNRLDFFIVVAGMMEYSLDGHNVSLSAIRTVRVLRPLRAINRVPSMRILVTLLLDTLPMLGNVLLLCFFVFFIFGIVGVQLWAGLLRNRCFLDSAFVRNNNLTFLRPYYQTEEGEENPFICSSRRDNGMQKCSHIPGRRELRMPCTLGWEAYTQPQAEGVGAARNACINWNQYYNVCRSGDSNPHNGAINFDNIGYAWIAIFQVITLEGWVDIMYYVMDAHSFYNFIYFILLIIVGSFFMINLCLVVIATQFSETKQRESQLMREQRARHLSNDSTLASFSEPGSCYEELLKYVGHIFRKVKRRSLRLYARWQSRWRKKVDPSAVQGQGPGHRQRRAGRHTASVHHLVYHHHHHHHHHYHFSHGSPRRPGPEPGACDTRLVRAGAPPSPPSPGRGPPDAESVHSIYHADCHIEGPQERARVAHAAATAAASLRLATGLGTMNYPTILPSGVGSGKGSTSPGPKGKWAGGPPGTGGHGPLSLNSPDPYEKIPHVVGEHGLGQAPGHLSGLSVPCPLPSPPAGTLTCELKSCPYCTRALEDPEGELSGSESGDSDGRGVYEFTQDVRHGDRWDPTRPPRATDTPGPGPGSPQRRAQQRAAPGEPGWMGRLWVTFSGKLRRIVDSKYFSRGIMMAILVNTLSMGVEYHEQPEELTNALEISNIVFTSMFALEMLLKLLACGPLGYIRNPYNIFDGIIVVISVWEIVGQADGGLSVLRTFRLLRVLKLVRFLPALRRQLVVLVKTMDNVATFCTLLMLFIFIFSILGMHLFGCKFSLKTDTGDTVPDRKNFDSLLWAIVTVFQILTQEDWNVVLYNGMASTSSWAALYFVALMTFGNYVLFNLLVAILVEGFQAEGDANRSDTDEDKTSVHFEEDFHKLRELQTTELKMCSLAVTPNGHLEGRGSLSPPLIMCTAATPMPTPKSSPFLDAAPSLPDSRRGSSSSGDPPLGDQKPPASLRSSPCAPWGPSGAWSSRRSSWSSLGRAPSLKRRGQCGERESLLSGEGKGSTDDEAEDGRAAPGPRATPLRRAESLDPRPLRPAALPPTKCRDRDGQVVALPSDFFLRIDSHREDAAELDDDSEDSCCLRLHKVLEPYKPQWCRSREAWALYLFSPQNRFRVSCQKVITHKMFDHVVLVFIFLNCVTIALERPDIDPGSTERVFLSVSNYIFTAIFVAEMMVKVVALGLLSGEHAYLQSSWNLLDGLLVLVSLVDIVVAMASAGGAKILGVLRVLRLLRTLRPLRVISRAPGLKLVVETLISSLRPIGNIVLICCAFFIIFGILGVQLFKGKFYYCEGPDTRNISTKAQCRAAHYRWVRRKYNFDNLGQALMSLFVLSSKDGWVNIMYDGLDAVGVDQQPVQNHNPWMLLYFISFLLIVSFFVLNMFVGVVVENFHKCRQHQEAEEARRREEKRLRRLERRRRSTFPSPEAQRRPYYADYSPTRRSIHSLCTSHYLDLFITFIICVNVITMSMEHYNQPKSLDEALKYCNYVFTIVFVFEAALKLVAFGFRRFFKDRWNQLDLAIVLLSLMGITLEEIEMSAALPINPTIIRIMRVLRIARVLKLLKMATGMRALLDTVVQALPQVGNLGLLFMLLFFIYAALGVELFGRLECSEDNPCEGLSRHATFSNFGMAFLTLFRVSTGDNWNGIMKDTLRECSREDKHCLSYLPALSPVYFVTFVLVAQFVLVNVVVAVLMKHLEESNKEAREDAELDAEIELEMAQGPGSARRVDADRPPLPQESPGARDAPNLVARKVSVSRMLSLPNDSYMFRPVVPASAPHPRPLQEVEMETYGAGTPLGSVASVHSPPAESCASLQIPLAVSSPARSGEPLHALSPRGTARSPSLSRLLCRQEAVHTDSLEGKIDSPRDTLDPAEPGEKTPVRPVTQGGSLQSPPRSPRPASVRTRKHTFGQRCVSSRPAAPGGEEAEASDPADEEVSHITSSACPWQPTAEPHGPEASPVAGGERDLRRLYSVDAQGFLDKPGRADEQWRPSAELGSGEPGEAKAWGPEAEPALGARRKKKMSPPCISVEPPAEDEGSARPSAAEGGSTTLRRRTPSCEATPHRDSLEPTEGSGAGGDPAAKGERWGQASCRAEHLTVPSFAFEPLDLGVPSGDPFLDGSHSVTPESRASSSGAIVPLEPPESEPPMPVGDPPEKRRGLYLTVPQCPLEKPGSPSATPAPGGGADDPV
Numbers without * were called inactive. These rows are one share of the data, so the mix of outcomes need not match the whole.

Cav3 T inh | Compound
0.69 | O=C(O)CC(C(=O)Nc1cccc(C(F)(F)F)c1)C1CCCO1 (stereo not given)
-0.74 | NC(=O)CC(NC(=O)Cc1cccc2ccccc12)c1ccc(N2CCC(Br)CC2)c([N+](=O)[O-])c1 (stereo not given)
0.46 | COc1ccccc1CNC(=O)c1cccs1
-0.69 | Cc1ccc(-c2cc([C@H]3[C@H]4C=CC[C@@H](C)[C@@H]4C(=O)N3Cc3ccccc3)ccc2F)cc1
1.1 | Cc1ccc(/C=N/N2CCN(c3ccncc3S(=O)(=O)N3CCCCC3)CC2)cc1
-1.2 | CC(C)(C)[C@H]1C=C(C(=O)NCc2nc3ccccc3[nH]2)O[C@@H](OCc2ccc(CO)cc2)C1
0.34 | Cn1c(C(=O)NC2CCCCC2)cc2c(=O)n(C)c3ccccc3c21
0.46 | c1ccc2c(c1)c1ccccc1n2CN1CCOCC1
-1.1 | CCCCC#Cc1ccccc1CC(=O)Nc1ccccc1
0.49 | Cn1c(SCC(=O)Nc2ccc(N3CCOCC3)c(Cl)c2)nnc1-c1ccccc1
-0.08 | O=C(Oc1ccc(-c2nccc(-c3ccccn3)n2)cc1)c1cccc(C(F)(F)F)c1
0.95 | Cn1c(Cc2ccccc2)nnc1SCC(=O)Nc1ccc2c(c1)OCO2
0.67 | CC(O)[C@H]1CNC(=O)C(=O)N1CCc1cccc(F)c1 (stereo not given in full)
0.8 | CCC(CC)NC(=O)Cc1ccccc1[N+](=O)[O-]
-0.073 | Clc1ncccc1-c1nnn(-c2ccccc2Br)n1
-2 | CCOC(=O)c1ccc(NC(=O)C2(c3ccccc3)CCOCC2)cc1
-2.1 | CCc1ccc(C2CC(=O)N3CN(c4ccccc4)CSC3=C2C#N)cc1 (stereo not given)
-1.3 | Cc1ccc2nc3c(c(N)c2c1)CCN3c1ccccc1
0.034 | CCN(CC)c1ccc(N2C(=O)/C(=C/c3cccnc3)SC2=S)cc1
-0.035 | Cc1ccc(NC(=O)c2ccccc2)cc1OC(=O)c1ccccc1
-7.1* | COc1ccc(-n2c(Cc3cccn3C)nnc2SCC(=O)NCc2ccc(F)cc2)cc1
0.64 | CCOP(=O)(O)c1ccccc1OCCCCCOc1ccccc1P(=O)(O)OCC
1.5 | O=C(OCc1nc2ccccc2s1)C1CCN(S(=O)(=O)c2cccs2)CC1
-0.44 | COC(=O)c1cc(Cl)c(NC(=O)c2ccc(C(C)(C)C)cc2)cc1OC

Random excerpt: three compounds from above
Cav3 T inh | Compound
0.8 | CCC(CC)NC(=O)Cc1ccccc1[N+](=O)[O-]
0.64 | CCOP(=O)(O)c1ccccc1OCCCCCOc1ccccc1P(=O)(O)OCC
0.034 | CCN(CC)c1ccc(N2C(=O)/C(=C/c3cccnc3)SC2=S)cc1

Further compounds
Cav3 T inh | Compound
0.71 | COC(=O)c1cccc(Cn2c(Cl)c(/C=N/NC(=O)c3ccccc3Cl)sc2=O)c1
-0.23 | CC1Oc2ccccc2N(CC(=O)NCC2CCCO2)C1=O (stereo not given)
-0.034 | CN(c1ccccc1)S(=O)(=O)c1ccc(C(=O)Nc2nccs2)cc1
-0.64 | O=C(CSCCO)Nc1ccc(C2CCCCC2)cc1
0.47 | O=C(CSc1nc2c(c(=O)n1-c1ccc(F)cc1)SCC2)Nc1ccc2c(c1)OCO2
0.4 | Cc1ccc(-c2csc(NC(=O)c3cccc(S(=O)(=O)N4CCN(C)CC4)c3)n2)cc1
-0.11 | CCCS(=O)(=O)N1CCC(C(=O)c2cccc(C(F)(F)F)c2)CC1
-5.4* | COc1ccc(-n2cnnc2SCC(=O)c2cc(C)n(Cc3cccs3)c2C)cc1
0.14 | O=C(NCc1ccco1)c1cc(-c2ccc(Cl)cc2)on1
-2 | CCCCN(CC)S(=O)(=O)N1CCC(C(=O)NCc2ccc(F)cc2)CC1
-2.4 | O=C(CC12CC3CC(CC(C3)C1)C2)Nc1ccc2c(c1)COC2=O
-0.00031 | CC1=CC=CC2=NC(=O)CC(C)(C(=O)N(CC(=O)NC3CCCC3)c3ccccc3C)N12 (stereo not given)
0.52 | O=C(O)Cn1c(SCCOc2ccccc2)nc2ccccc21
0.015 | CNC(=O)NC1CCCCc2sccc21 (stereo not given)
0.24 | Cc1ccc(CN2C(=O)CCC2C(=O)NCc2ccc(F)cc2)cc1 (stereo not given)
-2 | Cc1ccc(CNC(=O)[C@H]2C[C@@H]2[C@H](NP(=O)(c2ccccc2)c2ccccc2)c2ccccc2)o1
-0.14 | CCOC(=O)c1ccc(-c2ccc(/C=C(\C#N)C(=O)NCC3CCCO3)o2)cc1 (stereo not given)
-3.5* | COc1ccc(N2CCN(C(=O)CCc3nc(-c4ccc(C)cc4)no3)CC2)cc1
-3.1 | O=C1Nc2ccccc2C12NCCc1c2[nH]c2ccccc12 (stereo not given)
-1.7 | CCSc1nc2ccccc2n1S(=O)(=O)c1ccccc1
0.054 | O=C(Nc1ccc2c(c1)OCO2)C1COc2ccccc2O1 (stereo not given)
-0.06 | CCCNC(=O)CC(NS(=O)(=O)c1ccc(Cl)cc1)c1ccco1 (stereo not given)
-3 | Cc1cccc(-n2nc([N+](=O)[O-])c(=NCc3cccnc3)n2O)c1
-0.6 | O=C(CN1C2CCC1CC(NC(=O)NC1CCCCC1)C2)NC1CC1 (stereo not given)
-0.002 | O=C(NCc1ccccc1)NC(=O)c1ccncc1
-1.1 | Cc1ccc(NC(=O)CC2Nc3ccccc3NC2=O)cc1Cl (stereo not given)
-0.45 | Cc1[nH]c2ccccc2c1SCCN
-1.1 | C[C@H](O)[C@@]1(O)CC[C@H]2[C@@H]3CC[C@@H]4C[C@H](O)CC[C@]4(C)[C@H]3CC[C@@]21C
-3.6* | CCCCc1ccc(S(=O)(=O)NCCc2ccncc2)cc1
-0.058 | CCCc1cc(C(=O)Nc2ccc(F)cc2F)no1
-0.11 | C1=C(c2cccc3ccccc23)N2CCN=C2S1
-0.0022 | CCN(CC)CCn1c(=S)[nH]c2ccccc2c1=O
0.1 | COc1ccccc1N1CCN(C(=O)c2ccoc2C)CC1
0.34 | O=c1cc(N2CCN(c3ccccc3)CC2)[nH]c(=O)n1-c1ccccc1Cl
0.12 | O=C1CC(=C(c2ccccc2)c2ccccc2)C(=O)N1CCCCN1CCN(c2cccc(Cl)c2)CC1
-0.68 | CN(C)S(=O)(=O)c1ccc(C(=O)NCc2ccc3[nH]c4c(c3c2)CCCC4)cc1
-2.5 | CCOc1ccc(NC(=S)N(Cc2ccc(N(C)C)cc2)Cc2ccco2)cc1
0.8 | CC(=O)Nc1ccn(-c2ccccc2)n1
-0.47 | O=C(Nc1ccc(Cl)cn1)c1cc(S(=O)(=O)N2CCCCC2)ccc1Cl
-2.1 | COc1cnc(SCc2ccc(Cl)cc2Cl)nc1Cl
1 | CCN(CC)C(=O)CN(c1ccc2c(c1)OCO2)S(C)(=O)=O
0.44 | COC(=O)C1=C(C(C)=O)C(c2ccc(C(=O)OC)cc2)n2nnnc2N1 (stereo not given)
-2.9 | CCOc1c2c(nc3ccc(Cl)cc13)CCC2
-1.5 | Cc1ccc2c(c1)N(CC(=O)NC1CCCc3ccccc31)C(=O)CO2 (stereo not given)
1.4 | CCN(CC)c1ccc(CN(C(=O)c2cc(OC)c(OC)c(OC)c2)C2CCS(=O)(=O)C2)cc1 (stereo not given)
-0.87 | Cc1cccc(CSc2nc3ccncc3n2CC(=O)Nc2cc(C)cc(C)c2)c1
-0.087 | Cc1ccc(S(=O)(=O)N2CCN(S(=O)(=O)c3ccc(C)cc3)C2)cc1
-0.31 | COc1ccc(-c2nc(-c3cccc(C(F)(F)F)c3)no2)cc1OC
2.2 | CN(C)CCNc1c2c(c(C#N)c3nc4ccccc4n13)CCCC2
0.61 | Cn1c(=O)c2c(nc(N3CCCCC3)n2C)n(C)c1=O
0.58 | CS(=O)(=O)c1ccc(N2CCN(C3CC(=O)NC3=O)CC2)cc1 (stereo not given)
0.025 | CCc1ccc2oc(=O)cc(CN3CCN(CCO)CC3)c2c1
-1.5 | C=CCN(CC=C)C(=S)NC(=O)c1ccc(OC)c(Br)c1
-0.023 | Cc1ccc(C(OC(=O)c2ccco2)C(=O)NC2CCCCC2)cc1 (stereo not given)
0.24 | CCOC(=O)C1CCN(c2c(N3CCN(Cc4ccccc4)CC3)c(=O)c2=O)CC1
0.3 | CN(C)c1ccc(C(=O)C(O)c2ccc(C(C)(C)C)cc2)cc1 (stereo not given)
-4.1* | CC(C)Sc1nnc([C@H](Cc2c[nH]c3ccccc23)NC(=O)OC(C)(C)C)o1
0.49 | COc1cc(/C=C/CO)ccc1O[C@@H]1O[C@H](CO)[C@@H](O)[C@H](O)[C@H]1O
0.45 | COc1cccc(NC(=O)CN(C)S(=O)(=O)c2ccc(C)cc2)c1
0.9 | Cc1ccccc1OCCn1cnc2c(N)ncnc21

(listing goes on)
Cav3 T inh | Compound
0.53 | CCCNC(=O)N1CCN(S(=O)(=O)c2ccc(C)cc2)CC1
-0.84 | O=c1ncc(F)c[nH]1
-3.6* | COc1ccc2nc(N3CCCC3)c(C#N)cc2c1
-0.57 | CCCOc1ccc2oc(=O)c3c(c2c1)CCCN3C(=O)CN1CCc2ccccc2C1
0.48 | Cc1oc2cc3c(C(=O)N4CCCCC4)c(C)oc3cc2c1C(=O)N1CCCCC1
0.97 | CCN(CC)C(=O)CN1CCN(c2ccccc2F)CC1
-1.5 | COc1ccc(S(=O)(=O)Nc2cc(C)on2)cc1OC
-1.4 | CC(C)OC(=O)c1cccnc1N1CCN(c2ccc(F)cc2)CC1
1.1 | CCCCn1c(C(C)NC(=O)CC)nc2ccccc21 (stereo not given)
-0.12 | CCOC(=O)Nc1cccc(OCC(=O)Nc2ccc(OC)cc2OC)c1
0.75 | O=S(=O)(c1ccccc1)N1CCN(c2nnnn2-c2ccccc2)CC1
-0.17 | Cc1nn(C)cc1CNC(=O)CCC(=O)O
-0.037 | O=C(Nc1nccs1)c1ccc(S(=O)(=O)NCc2cccs2)cc1
0.16 | CCCOc1ccc(N2C(=O)CC(SCCN)C2=O)cc1 (stereo not given)
1.6 | Cc1cccc(Nc2nc3c(c(=O)n(C)c(=O)n3C)n2CC(O)CO)c1 (stereo not given)
0.075 | COc1cccc(OC)c1C(=O)n1nc(C)cc1C
2.1 | CCCCn1nnnc1SCC(=O)Nc1ccc(F)cc1
-1.3 | CC(C)C[C@H](NC(=O)c1nc[nH]c1C(=O)NC1CCN(C(=O)OC(C)(C)C)CC1)C(=O)OC(C)(C)C
-3.3 | CCOC(=O)C(Cc1ccccc1)NC(=O)Cn1nnc(-c2ccc(SC)cc2)n1 (stereo not given)
0.89 | COC(=O)C1CCC(C)(C(=O)Nc2ccccc2)C1(C)C (stereo not given)
0.4 | Cn1nc(CC(=O)NCc2cccc3ccccc23)c2ccccc2c1=O
-1.8 | O=C(CC1(O)C(=O)N(Cc2ccccc2)c2ccccc21)c1ccc2c(c1)OCO2 (stereo not given)
0.38 | CCOC(=O)c1ccc(NS(=O)(=O)c2ccc3c(c2)CCCN3C(C)=O)cc1
0.004 | c1ccc2c(Oc3ccc4c(c3)OCO4)nncc2c1
0.17 | CCOC(=O)N1CCN(C(=O)C(C)SCc2ccccc2)CC1 (stereo not given)
-0.4 | CCCc1cc(=O)n2[nH]c(NCc3c(F)cccc3Cl)nc2n1
0.8 | CC1CC(C)(C)CC2(C1)NC(=S)N(c1ccccc1)N2 (stereo not given)
1.1 | COc1ccccc1-n1cc(C(=O)NCC(=O)N2CCN(c3ccccc3)CC2)c2ccccc2c1=O
-1.4 | CC(C)(C)N(Cc1ccccc1)C(=O)CSc1nc2ccccc2c(=O)[nH]1
0.089 | O=C(Cn1cnc2c(oc3ccccc32)c1=O)NCCc1ccccc1
1.1 | Cn1c(=O)oc2cc(S(=O)(=O)NCCN3CCc4ccccc4C3)ccc21
0.85 | C=CCOc1ccc(CNc2nn[nH]n2)cc1
0.017 | CC1(C)CC(=O)C2=C(C1)N(Cc1ccco1)C(=O)NC2(C(F)(F)F)C(F)(F)F
0.39 | COc1ccccc1Nc1cc2cc(Br)ccc2c(=O)[nH]1
0.2 | O=C(NCC(c1cccnc1)N1CCN(c2ccc(F)cc2)CC1)c1ccc2c(c1)OCO2 (stereo not given)
-4.8* | COC(=O)c1nc2n(n1)C(c1cc(OC)ccc1OC)C(C(=O)OC1CCCCC1)=C(C)N2 (stereo not given)
1.1 | Cc1cc(C)n2c(Nc3ccc4c(c3)OCCO4)c(-c3ccc(C)o3)nc2n1
0.76 | CC(=O)OC1=C(O)C(=O)c2ccccc2C1=O
0.075 | CC(C)c1c(O)nc(SCCN2CCOCC2)[nH]c1=O
-0.051 | O=c1c2c(ncn1CCO)nc1n2CCC1
-0.56 | CCN1C(=O)N(S(=O)(=O)C(F)(F)F)[C@@H](c2ccccc2)C(C(=O)OC)=C1C
0.16 | O=C(Nc1ccc(OC(=O)c2ccco2)cc1)c1ccco1
0.74 | C=CCn1c(NCCO)nc2c1c(=O)n(C)c(=O)n2C
-1.5 | COC(=O)COc1ccccc1C(N)=O

Structural class, those above with an aryl thioether with sulfur outside any ring.
Cav3 T inh | Compound
0.49 | Cn1c(SCC(=O)Nc2ccc(N3CCOCC3)c(Cl)c2)nnc1-c1ccccc1
0.95 | Cn1c(Cc2ccccc2)nnc1SCC(=O)Nc1ccc2c(c1)OCO2
-7.1* | COc1ccc(-n2c(Cc3cccn3C)nnc2SCC(=O)NCc2ccc(F)cc2)cc1
0.47 | O=C(CSc1nc2c(c(=O)n1-c1ccc(F)cc1)SCC2)Nc1ccc2c(c1)OCO2
-5.4* | COc1ccc(-n2cnnc2SCC(=O)c2cc(C)n(Cc3cccs3)c2C)cc1
0.52 | O=C(O)Cn1c(SCCOc2ccccc2)nc2ccccc21
-1.7 | CCSc1nc2ccccc2n1S(=O)(=O)c1ccccc1
-0.45 | Cc1[nH]c2ccccc2c1SCCN
-2.1 | COc1cnc(SCc2ccc(Cl)cc2Cl)nc1Cl
-0.87 | Cc1cccc(CSc2nc3ccncc3n2CC(=O)Nc2cc(C)cc(C)c2)c1
-4.1* | CC(C)Sc1nnc([C@H](Cc2c[nH]c3ccccc23)NC(=O)OC(C)(C)C)o1
2.1 | CCCCn1nnnc1SCC(=O)Nc1ccc(F)cc1
-3.3 | CCOC(=O)C(Cc1ccccc1)NC(=O)Cn1nnc(-c2ccc(SC)cc2)n1 (stereo not given)
-1.4 | CC(C)(C)N(Cc1ccccc1)C(=O)CSc1nc2ccccc2c(=O)[nH]1
0.075 | CC(C)c1c(O)nc(SCCN2CCOCC2)[nH]c1=O

Compound activity deposited in PubChem BioAssay by Vanderbilt High Throughput Screening Facility.
